Compound activity from PubChem BioAssay.
hcGAS lum: inhibitors of human cGAS. Q8N884. recombinant h-cGAS, ATP depletion, Kinase-Glo luminescence. inhibition, % at 12.5 µM. hit rate 0.081% among 290,000. AID 1259398;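 also: 0% = vehicle reaction and 100% = reaction without DNA for no activity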
Target sequence (Q8N884 whole entry, looked up): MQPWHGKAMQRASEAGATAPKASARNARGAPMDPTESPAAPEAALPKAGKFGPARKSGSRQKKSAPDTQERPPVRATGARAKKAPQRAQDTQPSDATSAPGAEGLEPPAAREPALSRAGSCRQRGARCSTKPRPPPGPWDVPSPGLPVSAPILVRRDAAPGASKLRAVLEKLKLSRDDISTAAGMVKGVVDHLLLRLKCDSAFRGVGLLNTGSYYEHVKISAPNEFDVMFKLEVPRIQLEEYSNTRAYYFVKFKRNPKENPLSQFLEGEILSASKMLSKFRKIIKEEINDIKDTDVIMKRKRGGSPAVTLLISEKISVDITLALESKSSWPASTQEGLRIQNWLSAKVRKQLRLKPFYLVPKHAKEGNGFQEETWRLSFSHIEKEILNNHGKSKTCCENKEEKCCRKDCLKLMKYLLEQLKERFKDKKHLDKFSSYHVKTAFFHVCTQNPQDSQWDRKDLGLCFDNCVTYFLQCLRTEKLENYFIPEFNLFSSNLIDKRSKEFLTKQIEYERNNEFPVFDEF
NPYLR7 agonist: mosquito NPYLR7 agonism; AID 1259423; hit rate 0.15% among 270,000; HEK293T NPYLR7/Galpha15, GCaMP6s calcium fluorescence; activation, % at 10 µM; in the data active = activation above about 40%;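 also: 0% = vehicle and 100% = reference agonist at the receptor; some compounds past the cut are filed as inactive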
mcGAS inh: mouse cGAS inhibition by luminescence; recombinant cGAS, Kinase-Glo ATP depletion luminescence; inhibition, % at 12.5 µM; hit rate 0.15% among 160,000; AID 1259399; Q8C6L5;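 also: 0% = negative control wells and 100% = reference inhibitor with no enzyme activity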
* hit, by the source's call; / = no result given; & = joins results of further samples. Rule as the data show it, unless noted: active = inhibition above about 40%; inactive = the rest. Random draw from the library; 0.27% or so of the library scored in one or more.

SMILES	hcGAS lum	NPYLR7 agonist	mcGAS inh
CCCN(C(=O)CC(NC(C)=O)c1ccc(OC)cc1)C1CCS(=O)(=O)C1 (stereo not given)	1	6	/
CCCCCC(=O)N1CC(=O)N(Cc2ccc3c(c2)OCO3)CC(O)C1 (stereo not given)	8	-2	-1
CCOc1ccc(Nc2nc(NCCCO)nc3c2cnn3-c2ccccc2)cc1	-11	1	-8
Cc1cc(C)n(C2CCN(C(=O)c3nn(C)c4c3CCCC4)C2)n1 (stereo not given)	0	2	/
Cc1noc(C)c1C(=O)NC1CC(=O)N(Cc2cccc3ccccc23)C1 (stereo not given)	-3	9	/
COc1ccc(CC2CN(CCCC(F)(F)F)CCO2)cc1 (stereo not given)	-2	9	-15
Cc1ccc2oc(-c3ccccc3Cl)cc(=O)c2c1	0	1	2
Cc1cccc2c1NC1(CCN(C(=O)c3cccc(Br)c3)CC1)NC2=O	-8	0	-6
COc1cccc(-c2cccc(NC(=O)C3CCN(CCC(C)C)CC3)c2)c1	-8	6	/
Cc1csc(CN2CCC(CNC(=O)C3CC3)CC2)n1	-1	2	2
O=C(COC(=O)C12CC3CC(CC(Br)(C3)C1)C2)NC1CCCCCC1	3	8	1
Clc1ccccc1COc1ccccc1-c1nnco1	-4	2	/
COC(=O)CCCCC(=O)N1CCN(CC(OCc2cccc(OC)c2)c2ccc(Cl)cc2)CC1 (stereo not given)	-3	/	-7
O=C(CCc1nc2ccccc2c(=O)[nH]1)N1CCCC1c1cccs1 (stereo not given)	-3	-5	-4
COCCN(CC(=O)Nc1nc(CC(=O)NC(C)CCc2ccccc2)cs1)C(=O)c1ccc(Cl)cc1Cl (stereo not given)	-1	0	-3
CC(=O)N[C@@H]1CN(S(=O)(=O)CCOc2ccc(C)cc2)C[C@H]1C(C)C	6	15	/
COc1ccc(/C=C2\C(=O)N(c3nc(-c4ccc(Cl)cc4)cs3)N=C2c2ccccc2)cc1OC	11	3	-4
CC(C)Nc1nc(NC(C)C)nc(N(C)C#N)n1	-10	0	/
Cc1ccc(C)n1-c1sccc1C(=O)OCC(=O)N1CCOCC1	-5	0	-8
CC(CCC(=O)O)[C@H]1CCC2C3C[C@H](O)[C@@H]4C[C@H](O)CC[C@]4(C)C3CC[C@@]21C (stereo not given in full)	2	-9	/
CC(C)NC(=O)CC(c1ccc(Cl)cc1)c1c[nH]c2ccccc12 (stereo not given)	-5	6	-3
Cc1cc(C)c(C#N)c(SCC(=O)C2CC2)n1	-5	-6	-3
Cc1ccc(S(=O)(=O)Nc2cc(Sc3ncn[nH]3)c(O)c3ccccc23)c(C)c1	-8	-6	40*
CC1(C)O[C@@H]2C[C@H]3[C@@H]4C[C@H](F)C5=CC(=O)C=C[C@]5(C)[C@H]4[C@@H](O)C[C@]3(C)[C@]2(C(=O)CO)O1	-2&-4	-1&2	-4
COc1ccc(CNC(=O)c2ccc(-c3cccc(Cl)c3)s2)c(OC)c1	-6	17	-5
CC1=NC2=C(C(=O)CC(c3ccccc3)C2)C(c2ccccc2F)C1C(=O)OC1CCCCC1 (stereo not given)	-3	-2	/
COc1ccc(C(=O)N2CCN(c3ccccc3-c3ccccc3)C(=O)C2C)cc1 (stereo not given)	-3	-1	-5
CCOC(=O)c1nn(-c2ccc(C)cc2)c(=O)cc1OCc1c(F)cccc1Cl	0	8	/
CCOC(=O)CNc1nc(Nc2ccccc2)nc(Nc2ccccc2)n1	-8	1	/
COc1cc(F)c(-c2c(-c3ccccc3)ncn2CCN2CCCC2)cc1OC	-5	8	-17
Cc1ccccc1N1CCN(C(=O)CCCCSc2nnc(Cc3ccccc3)n2-c2ccccc2)CC1	-4	0	-5
CCCNC(=O)CSc1nnc(-c2ccccc2)c2sc(C)nc12	-10	0	-7
CC1(C)C(=O)Nc2ccc(C(=O)O)cc21	-8	-7	-17
CC(C)CC(=O)NCCn1nc(-c2cccnc2)ccc1=O	-3	8	/
O=S(=O)(Cc1ccc(Cl)cc1Cl)Cc1nnnn1C1CC1	-6	5	/
CC1(C(=O)NS(=O)(=O)c2ccccc2)CCN1C(=O)CC(c1ccccc1)c1ccccc1 (stereo not given)	-4	5	/
CN(C)c1ccc(NC(=O)C2CCC2)cc1CN(Cc1cccc(F)c1)C(=O)c1ccccc1Cl	-5	14	-4
CCSC1CCCC1Nc1ccc(C#N)cn1 (stereo not given)	-13	-2	/
COc1ccc(OC)c(-c2cnc(-c3cccc(CNC(=O)c4cc(F)ccc4F)c3)[nH]2)c1	-4	-2	-6
CCN(Cc1ccoc1)CC1CCN(CCc2ccccc2C)CC1	-9	5	-11
CCC(C)N(Cc1c(-c2ccccc2F)noc1N1CCOCC1)C(=O)c1ccc(OC)cc1 (stereo not given)	-2	10	-8
CC1C(c2ccc(F)cc2)=[N+]([O-])C(C)(c2ccccc2)N1O (stereo not given)	-5	2	/
O=C(CCCc1ccc(Cl)cc1)N1CCCC(CO)(Cc2ccc(F)cc2F)C1 (stereo not given)	-5	0	/
CCCC[n+]1c(C)cc(C=C2Sc3ccccc3N2CC)cc1C	2	258*	/
COc1ccc(CC(=O)N[C@H](Cc2ccccc2)C(=O)N2CCC(C(=O)N3CCCCC3)CC2)cc1	-8	28	-9

Not a retest: an excerpt of the list.
SMILES	hcGAS lum	NPYLR7 agonist	mcGAS inh
CC1C(c2ccc(F)cc2)=[N+]([O-])C(C)(c2ccccc2)N1O (stereo not given)	-5	2	/
O=C(CCCc1ccc(Cl)cc1)N1CCCC(CO)(Cc2ccc(F)cc2F)C1 (stereo not given)	-5	0	/
CCCC[n+]1c(C)cc(C=C2Sc3ccccc3N2CC)cc1C	2	258*	/
COc1ccc(CC(=O)N[C@H](Cc2ccccc2)C(=O)N2CCC(C(=O)N3CCCCC3)CC2)cc1	-8	28	-9

Next section
SMILES	hcGAS lum	NPYLR7 agonist	mcGAS inh
CCCC(C(=O)Nc1cc(C)on1)N(CCC)CC(=O)Nc1ccc(F)c(F)c1F (stereo not given)	-9	10	-3
COc1cccc2c1C(=O)c1c(O)c3c(c(O)c1C2=O)C[C@@](O)(C(=O)CO)C[C@@H]3O[C@H]1C[C@H](N)[C@@H](O)[C@H](C)O1	48*	-3	/
CC(C)(C)NC(=O)CN1CCNCC1	-3	1	/
CN(Cc1ccc2c(c1)OCO2)Cc1csc(C2CCCCC2)n1	-8	8	/
O=C(NCc1ccccc1F)c1ccc(Nc2cccc(C(F)(F)F)c2)nc1	0	-4	/
COc1ccc(OCCNC(=O)C(C)(C)n2cc(-c3ccc(OC)c(OC)c3)cn2)cc1	-14	5	/
Cc1cc(NCc2cnc3c(C)cccn23)nc(-c2cccnc2)n1	3	-3	0
C/C=C/COC(=O)C1=C(C)NC(=O)NC1c1cc(OC)ccc1OC (stereo not given)	-1	0	1
Cc1ccc(Nc2nc(N3CCN(CCO)CC3)nc3nccnc23)cc1	6	2	/
COCCN(CC(=O)N(Cc1ccc(F)cc1)Cc1ccco1)C(=O)Nc1ccc(OC)cc1OC	2	-14	2
CC1CC(C)CN(C(C)(C)CNC(=O)NCc2ccc(NS(C)(=O)=O)cc2)C1 (stereo not given)	-2	5	/
O=C(CSc1ccccn1)NC1CCCc2nc(-c3cccnc3)ncc21 (stereo not given)	-7	9	/
COc1ccc(-n2cnnc2SCC(=O)Nc2ccc3nc(SC)sc3c2)cc1	4	2	-2
Cc1c(Cl)c([N+](=O)[O-])nn1CC(=O)NC(C)c1ccccc1 (stereo not given)	-5	1	-5
O=C(Nc1cccc2ncccc12)N(Cc1ccc(Cl)cc1)C1CC1	-6	13	-14
COc1ccc(C(=O)N2CCN(c3nccc(-c4cccc(C(F)(F)F)c4)n3)CC2)cc1	-5	4	-6
CC(CC(=O)O)CC(=O)Nc1nncs1 (stereo not given)	-2	2	/
COCCN1CCC(CNCc2c(C(=O)N3CCCCC3)nc3c(C)cccn23)C1 (stereo not given)	0	-4	-4
Cc1cc(C(=O)NC23CC4CC(CC(C4)C2)C3)c(C)s1	-9	-1	/
O=S(=O)(Cc1ccccc1)NC1CCCc2c1cnn2-c1ccc(F)cc1F (stereo not given)	-7	7	-9
O=C(O)c1c(Br)cnc2nc[nH]c12	-11	-2	/
Cc1nn(C)c(C)c1NS(=O)(=O)c1ccc2c(c1)OCCCO2	-5	9	/
CC(=O)NS(=O)(=O)c1ccc(N=CC(C#N)c2nc3ccccc3s2)cc1 (stereo not given)	-3	2	-8
CN(C)S(=O)(=O)c1ccc(S(=O)(=O)Nc2ccccc2Cl)cc1	-5	9	-6
COc1ccc(NC(=O)c2ccc(OC)c(S(=O)(=O)N3CCOCC3)c2)cc1	6	-7	1
COc1cccc(CN(Cc2ccc(F)cc2)Cc2nc(C(=O)NCc3ccncc3)co2)c1	-6	20	-7
O=C(NCCn1cccn1)c1ccc(C2CCNC2)cc1 (stereo not given)	-2	4	-16
COC(=O)c1ccc(N=C(N)NC#N)cc1O	-4	-5	/
COc1ccc(C(=O)N2CCCC2)cc1NC(C)C	-7	9	-7
CCOc1ccc(CN2C(=O)C(NC(C)=O)c3cccc(C)c32)cc1 (stereo not given)	-17	-1	/
O=C(O)COc1c(I)cc(Cl)c2cccnc12	0	3	3
COc1cc(C)nc(Nc2nc(C)c3ccc(C)cc3n2)n1	-4	1	/
O=C(NCc1ccncc1)c1cnn(CC(F)(F)F)c1-c1ccccc1	-4	/	-3
CC1=NNc2nc3c(c(=O)n(Cc4ccc(F)cc4)c(=O)n3C)n2C1	-9	2	-9
COc1cccc(CC2CN(c3cc(OC)nc(OC)n3)CCO2)c1 (stereo not given)	-6	3	/
Cn1nc(C(=O)N2CCCC3(CCCCCC3)C2)ccc1=O	-12	0	/
Cc1ccc(Cn2c(=O)c3c(nc4n(CCCl)c(C)cn34)n(C)c2=O)cc1	0	3	-5
COc1ccccc1OCC1c2ccsc2CCN1C(=O)CN(C(=O)Nc1ccc(C)cc1)C(C)C (stereo not given)	-4	1	-3
CCc1c(C)sc2ncnc(N3CC[C@@H](N4CCC(O)CC4)[C@H](O)C3)c12	0	-11	/
Cc1cn2c3c(=O)n(Cc4ccc(F)cc4)c(=O)n(C)c3nc2n1Cc1ccccc1	-6	1	-7
CCC(=O)c1c(CC)nn2c3ccccc3n(C)c12	-6	1	-8
CCCCNC(=O)CN(CC1CCC1)c1ccccc1	-8	-2	/
C[C@@H]1CN(C(=O)CCCc2ccc(NC3OC(C4COC(C)(C)O4)[C@@H]4OC(C)(C)O[C@H]34)cc2)C[C@H](C)O1 (stereo not given in full)	-3	-9	-7
Cc1c(C(=O)NCCc2ccccc2)[nH]c2c1C(=O)CC(C)(C)C2	-6	1	/
NNC(=O)C12CC3CC(C1)CC(n1nnc(-c4ccccc4)n1)(C3)C2	1	-1	/
CCCC(C)N1CC2(CCN(C(=O)CN3CCCN(C)CC3)CC2)OC1=O (stereo not given)	-19	/	-8
CN(C)S(=O)(=O)c1ccc(CN)s1	-4	2	-15
COc1ccc2c(c1)CCc1c-2noc1-c1ccc(NC(=O)[C@H](C)OC(C)=O)cc1	-7	5	-7
O=C(CN1CCN(S(=O)(=O)c2ccccc2Cl)CC1)NC1CCCCCC1	-4	-6	-6
CCC(CC)C(=O)Nc1c(C#N)cnn1-c1nc(C)cc(C)n1	-5	-2	/
Cc1ccc(C(=O)N(C)Cc2nc(C3CC3)no2)cc1N1CCNC1=O	-2	3	/
Cc1onc(-c2ccc(F)cc2)c1C(=O)NCC1CN2CCCC2CO1 (stereo not given)	-12	4	/
C(=NNc1nc2ccccc2[nH]1)C(=NNc1nc2ccccc2[nH]1)c1ccccc1	-1	0	1
COc1ccc(-c2nnc(SCC(=O)N/N=C\c3cccnc3)n2-c2ccccc2)cc1OC	-6	-4	/
CCOc1ccc2nc(SCC(=O)Nc3ccc(C(C)=O)cc3)sc2c1	-3	-6	-4
C=CCCC(=O)N1CCC(c2nc(-c3ccccc3Cl)no2)CC1	-5	26	-7
CC(C)[C@@H]1CC[C@@H](C)C[C@H]1OCC(=O)Nc1ccc2[nH]cc(CCN3CCN(c4cccc(C(F)(F)F)c4)CC3)c2c1	3	15	-5
O=S(=O)(NC1CCc2ccccc21)c1ccc(Cl)cc1F (stereo not given)	-3	8	-6
Cc1cc(C)n(CCNC(=O)COc2c(C)ccc(C)c2C)c(=O)n1	-5	-2	-11
COC(=O)C1=C(C)Nc2sc(C(N)=O)c(N)c2C1c1cccs1 (stereo not given)	-5	0	-7
O=c1c(Cl)c(N2CCC(COc3ccccc3)CC2)cnn1-c1ccccc1	-4	7	/

Five entries from above, with values under each structure:
The line under a structure holds: hcGAS lum	NPYLR7 agonist	mcGAS inh
- Cc1ccc(C(=O)N(C)Cc2nc(C3CC3)no2)cc1N1CCNC1=O
→ -2	3	/
- Cc1onc(-c2ccc(F)cc2)c1C(=O)NCC1CN2CCCC2CO1 (stereo not given)
→ -12	4	/
- C(=NNc1nc2ccccc2[nH]1)C(=NNc1nc2ccccc2[nH]1)c1ccccc1
→ -1	0	1
- COc1ccc(-c2nnc(SCC(=O)N/N=C\c3cccnc3)n2-c2ccccc2)cc1OC
→ -6	-4	/
- CCOc1ccc2nc(SCC(=O)Nc3ccc(C(C)=O)cc3)sc2c1
→ -3	-6	-4

An excerpt of these results, field by field:
mol: COc1ccc2c(c1)CCc1c-2noc1-c1ccc(NC(=O)[C@H](C)OC(C)=O)cc1
  hcGAS lum = -7	NPYLR7 agonist = 5	mcGAS inh = -7
mol: COc1ccc(C(=O)N2CCCC2)cc1NC(C)C
  hcGAS lum = -7	NPYLR7 agonist = 9	mcGAS inh = -7
mol: COc1ccc(C(=O)N2CCN(c3ccccc3-c3ccccc3)C(=O)C2C)cc1 (stereo not given)
  hcGAS lum = -3	NPYLR7 agonist = -1	mcGAS inh = -5
mol: C/C=C/COC(=O)C1=C(C)NC(=O)NC1c1cc(OC)ccc1OC (stereo not given)
  hcGAS lum = -1	NPYLR7 agonist = 0	mcGAS inh = 1
